From PubChem BioAssay
IL-1B inflam inh: inflammasome signaling inhibition, IL-1 beta readout; AID 743279; activity change, % at 57.5 µM; hit rate 4.7% among 360,000; THP-1 LPS/ATP IL-1B secretion, AlphaLISA, 16 h; hits give low values; in the data active = activity change below about -50%; inconclusive = mostly about -30% to -49%; also: % is scaled to controls: 0 for no effect and ±100 for the full control effect
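THP-1 cells pretreated 1 hr with compounds (up to 57.5 uM final), then stimulated with LPS (250 ng/mL final) plus ATP (1.25 mM final); secreted IL-1B measured by AlphaLISA after 16 hr, decreased signal indicating inhibition.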
SW480 rereplic: DNA re-replication induction in SW480 cells | AID 624297 | Potency, µM (top dose mostly 46.1 µM), without a hit: at the top dose re-replication activation, most hits filed as activators | hit rate 1.8% among 340,000 | SW480 DNA re-replication, Hoechst DNA content imaging, 48 h; also: potency is read from the fitted curve at half-maximal effect; % of control where 0% means no effect; nearly all actives have a fitted effect of over 55% in size
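Image-based DNA-content assay: after two days of treatment, nuclei were labelled with the DNA dye Hoechst and imaged, and hits were compounds raising the count of nuclei showing high fluorescence intensity.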
KB-V1 MDR tox: KB-V1 MDR subline cytotoxicity | KB-V1 MDR cells viability, CellTiter-Glo, 72 h | Potency, µM (doses to about 46.1 µM), without a hit: at the top dose activity change, negative = cytotoxicity, most hits filed as cytotoxic | hit rate 3.4% among 400,000; also: potency is read from the fitted curve at half-maximal effect; % is scaled to controls: 0 for no effect and ±100 for the full control effect; nearly all actives have a fitted effect of over 60% in size
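Luminescent ATP read-out (CellTiter-Glo, 10 min) measures survival of drug-selected KB-V1 MDR cells after 72 h, 37 degrees C compound exposure. Medium: phenol-red-free DMEM, 10% FBS. Values from fitted concentration-response curves.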
KB-3-1 tox: KB-3-1 parental cell cytotoxicity; Potency, µM (top dose mostly 46.1 µM), without a hit: at the top dose activity change, negative = cytotoxic, most hits filed as cytotoxic; hit rate 1.4% among 400,000; KB-3-1 viability, CellTiter-Glo ATP luminescence, 72 h; also: potency is read from the fitted curve at half-maximal effect; % is scaled to controls: 0 for no effect and ±100 for the full control effect; nearly all actives have a fitted effect of over 60% in size
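Cells are dispensed, compounds pinned in, plates held at 37 °C for 72 h, then CellTiter-Glo is added and luminescence read after 10 minutes. Cell line: parental KB-3-1 in phenol-red-free DMEM, 10% FBS.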
GLP1R ag: activates the human GLP-1 receptor | hit rate 0.007% among 380,000 | P43220 | Potency, µM (titrated, usually from 45.6 µM), for the others: at the highest dose activation, most hits filed as activators | HEK293 GLP-1R CRE-luciferase, luminescence, 4-6 h; cells express a hypersensitive GLP-1R form; also: potency is read from the fitted curve at half-maximal effect; % of control where 0% means no effect
Target sequence (P43220 whole entry, looked up): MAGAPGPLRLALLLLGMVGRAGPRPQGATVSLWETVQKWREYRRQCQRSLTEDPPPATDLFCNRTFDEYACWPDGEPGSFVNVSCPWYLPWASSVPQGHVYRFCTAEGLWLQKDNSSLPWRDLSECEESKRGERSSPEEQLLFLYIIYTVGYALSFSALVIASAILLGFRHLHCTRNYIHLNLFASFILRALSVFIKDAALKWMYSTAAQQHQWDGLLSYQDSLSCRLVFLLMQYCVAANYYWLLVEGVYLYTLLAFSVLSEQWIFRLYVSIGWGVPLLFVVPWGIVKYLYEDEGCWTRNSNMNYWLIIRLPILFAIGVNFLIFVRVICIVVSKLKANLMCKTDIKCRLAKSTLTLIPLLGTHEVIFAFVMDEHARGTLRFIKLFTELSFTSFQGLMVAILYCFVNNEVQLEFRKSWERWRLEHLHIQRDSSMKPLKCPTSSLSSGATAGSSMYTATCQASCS
HT1080 IDH1KD tx: kills HT-1080 cells with IDH1 knockdown | HT-1080 IDH1 knockdown viability, ATP luminescence, 48 h | Potency, µM (highest dose often 46.1 µM), for inactives: at the top dose activity, negative = toxicity, most hits filed as cytotoxic | hit rate 2% among 360,000 | AID 686971;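 also: potency is read from the fitted curve at half-maximal effect; 0% = DMSO wells and -100% = cell-free medium wells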
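Knockdown cells (IDH1KD HT-1080) received compounds 2 h after plating at 750 cells/well and were kept 48 h at 37 °C in 5% FBS RPMI. A CellTiter-Glo luminescence read gave % activity for curve fitting.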
DRD3 antagonist: antagonists of human D3 dopamine receptor; P35462; D3R cells, DiscoveRx beta-arrestin luminescence, antagonist mode; hits give low values; max response, negative = inhibition, %; hit rate 2.5% among 360,000; in the data active = max response below about -50%; inconclusive = no clear call, values can overlap the other calls; also: % is scaled to controls: 0 for no effect and ±100 for the full control effect; mostly tested at two doses, the higher about 12 µM
Target sequence (P35462 whole entry, looked up): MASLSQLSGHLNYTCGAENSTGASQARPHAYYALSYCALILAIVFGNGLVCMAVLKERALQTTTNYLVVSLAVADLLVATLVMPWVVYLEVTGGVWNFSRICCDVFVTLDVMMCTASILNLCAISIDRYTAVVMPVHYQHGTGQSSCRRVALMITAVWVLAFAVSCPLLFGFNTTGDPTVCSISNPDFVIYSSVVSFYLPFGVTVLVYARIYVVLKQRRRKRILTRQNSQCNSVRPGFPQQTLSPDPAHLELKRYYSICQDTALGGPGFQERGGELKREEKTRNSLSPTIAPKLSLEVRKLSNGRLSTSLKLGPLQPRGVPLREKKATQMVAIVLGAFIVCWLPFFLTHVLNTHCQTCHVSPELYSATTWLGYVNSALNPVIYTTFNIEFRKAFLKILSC
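Cells expressing the human receptor were seeded at 1500 cells/well, incubated overnight at 37 degrees C in 5% CO2, then exposed to library compounds with dopamine controls for 90 minutes at 37 degrees C before luminescent detection.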
HT1080-NT tox: kills 2HG-producing HT-1080-NT fibrosarcoma cells | HT-1080-NT fibrosarcoma viability, CellTiter-Glo ATP luminescence, 48 h | Potency, µM (titrated, usually from 46.1 µM), for inactives: top-dose activity, negative = less viability, actives largely listed as cytotoxic | hit rate 1.6% among 360,000;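 also: NT is the 2HG producing partner of a matched IDH1 knockdown line; potency is read from the fitted curve at half-maximal effect; 0% = DMSO-treated cells and -100% = media-only wells without cells; nearly all actives have a fitted effect of over 55% in size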
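Read-out is CellTiter-Glo luminescence after 10 minutes at room temperature, following 48 hours' compound treatment of HT-1080-NT cells (750 cells/well, RPMI, 5% FBS, 37 degrees C).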
D3 ag: activates the human D3 dopamine receptor; P35462; hit rate 0.58% among 410,000; max activation, %; D3R DiscoveRx beta-arrestin cells, luminescence, 90 min; in the data active = max activation above about 30%; also: 0% is about no effect; mostly tested at two doses, the higher about 12 µM
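Cells at 1500/well, incubated overnight, then treated with pinned compounds (dopamine as control) for 90 min at 37 degrees C. DiscoveRx reagent added for 30 - 60 minutes at room temperature; luminescence read.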
* marks the source's active call; other numbers are inactive results; ? = inconclusive; nt = not tested or not shown; & = joins results of further samples; [ ] = remark or other dose. Unless noted, calls follow the shape of the dose curve; as a rule, active = well fitted curve in the direction sought with a large enough effect; inconclusive = small, poorly fitted or top-dose-only effect, or another doubt; inactive = no such curve, though single readings can be large; an effect the other way counts as inactive or inconclusive.

SMILES	IL-1B inflam inh	SW480 rereplic	KB-V1 MDR tox	KB-3-1 tox	GLP1R ag	HT1080 IDH1KD tx	DRD3 antagonist	HT1080-NT tox	D3 ag
Cc1ccc(S(=O)(=O)N2C[C@@H](C)[C@]3(C2)[C@H](O)[C@H](OC(=O)NC2CC2)C[C@H]2C(=O)N(c4ccccc4)C(=O)[C@H]23)cc1	?	nt	27.8%	3.7%	1.8%	4.4%	4.7	2.4%	0.9
CC(=O)c1cccc(NC(=O)CSCc2ccc(Br)cc2)c1	-3.5	0.5%	18.4µM*	0.1%	1.3%	-9.6%	0.0	-2.0%	-26.1
COc1ccccc1-c1cnc(C(O)c2ccc(Cl)cc2)[nH]1 (stereo not drawn)	26.8	nt	-10.2%	-0.7%	-3.8%	-13.7%	-8.2	-4.7%	-3.0
CC(=O)COc1cc(C)cc2oc(=O)c(C)c(C)c12	-17.2	-3.9%	-16.2%	-1.4%	19.1%	-6.0%	75.6	-5.3%	-1.3
O=C(Nc1ccccn1)c1ccccc1	-3.3	-29.1%	-3.2%	-2.4%	3.3%	4.0%	13.5	6.2%	7.7
CCN1CCC(NC(=O)Nc2cc(Cl)ccc2OC)CC1	-0.5	-7.9%	5.4%	-9.2%	2.4%	0.9%	-3.9	-3.2%	-12.2
O=C(CNC(=O)c1ccco1)NCC(=O)OCc1cccc(Cl)c1	-6.9	0.1%	1.3%	-0.4%	-3.0%	-0.9%	?	6.8%	-4.3
O=C(CSc1nc(-c2ccccc2)cc(=O)[nH]1)Nc1ccc(Br)cc1	8.9	-7.1%	-4.5%	-8.3%	11.6%	23.1%	-15.9	-6.7%	0.1
COc1ccc(C2CC(c3cccs3)=NN2C(=O)CSc2nncn2C)cc1OC (stereo not drawn)	?	-6.8%	?	0.4%	12.2%	1.6%	-9.9	8.8%	2.7
CN(CC1CCCO1)S(=O)(=O)c1ccc(C(=O)N2CCN(c3ccccc3)CC2)cc1 (stereo not drawn)	3.2	-0.2%	25.1%	-1.4%	12.0%	27.4%	11.3	7.4%	10.5
CC(Sc1nnc(-c2cccnc2)n1C)C(=O)N1CCOCC1 (stereo not drawn)	6.8	-0.3%	0.3%	-6.8%	-2.7%	-3.1%	0.2	1.3%	-12.7
Cn1c(SCC2CCCO2)nnc1-c1ccncc1 (stereo not drawn)	14.7	-9.1%	-3.8%	2.8%	-1.4%	-2.8%	-3.1	7.6%	1.5
CN(Cc1nc2ccccc2n1C)S(C)(=O)=O	10.8	-21.0%	-1.6%	2.4%	12.6%	-0.4%	22.5	4.1%	18.5
CC(=O)c1cccc(NC(=S)N2CCN(CCN3C(=O)c4cccc5cccc(c45)C3=O)CC2)c1	-5.0	-12.2%	5.5%	0.0%	7.2%	3.4%	0.3	5.6%	-4.6
O=C(O)c1cccc2c1C(=O)c1cc(Br)ccc1S2(=O)=O	2.2	-11.1%[9.22 µM]	3.6%	9.5%	-4.5%	2.4%	-15.7	7.3%	5.2
CS(=O)(=O)N(CC(=O)NCCSc1ccccc1)c1ccc2c(c1)OCO2	-14.9	-2.1%	2.1%	-5.8%	-4.7%	8.5%	33.3	-1.4%	11.9
O=C(NC1CCCC1)C(c1ccco1)N(C(=O)c1ccco1)c1ccccc1 (stereo not drawn)	-6.2	5.9%	?	-2.1%	8.7%	-10.8%	14.6	-2.2%	-2.7
CCOc1cc(/C=N/NC(=O)c2ccc(O)cc2)ccc1Oc1nc(Cl)ncc1F	-0.2	2.9%	0.9%	-10.8%	1.6%	-0.9%	-3.1	-1.6%	28.0
O=c1c2ccccc2[nH]c(=S)n1CCC1=CCCCC1	28.9	-5.9%	2.1%	2.1%	6.7%	-5.3%	6.0	7.4%	1.4
COc1cccc(C2NC(=O)NC(C)=C2C(=O)Nc2cc(OC)ccc2OC)c1 (stereo not drawn)	4.5	-3.1%	-12.5%	21.0%	0.7%	2.6%	-3.9	16.0%	2.0
COc1ccc(S(=O)(=O)N2CCOCC2)cc1NC(=O)CN1C(=O)NC2(CCCC2)C1=O	4.4	-29.3%	?	-0.5%	3.3%	1.2%	-24.7	-0.5%	-13.5
CC(Oc1ccc(Cl)cc1)c1ccnc(N)n1 (stereo not drawn)	-1.4	13.6%	0.1%	0.0%	5.0%	1.8%	3.5	4.3%	9.9
O=C(CN1CCC(NC(=O)c2ccccc2)CC1)NCc1ccccc1F	27.0	-3.9%	-7.6%	-3.7%	8.4%	-3.9%	-9.0	-4.1%	-0.8
O=C(Nc1ccc([N+](=O)[O-])cc1)C(c1ccccc1)c1ccccc1	-7.8	nt	?	-20.0%	-1.6%	-14.1%	?	-19.0%	-12.0
COC1=Nc2ccccc2N2CCN=C12	-17.7	nt	-22.1%	1.0%	6.7%	?	-28.3	-1.2%	-10.3
O=C1C=CC(=O)N1Cc1ccncc1	-14.3	-4.3%	10.4%	9.7%	-1.0%	13.1%	-7.6	5.6%	9.1
CCN(CC)CCn1c(-c2ccc(C)cc2)nc(=S)c2c1CC(C)(C)OC2	19.8	-2.9%	-13.7%	-4.6%	-4.1%	-10.7%	20.3	-13.3%	7.7
O=C(Nc1ccc(S(=O)(=O)N2CCCC2)cc1)C1COc2ccccc2O1 (stereo not drawn)	4.0	0.3%	-4.1%	0.9%	-2.3%	2.5%	12.9	-1.1%	1.4
O=C1N2CCCCC1(Sc1ccccc1)CCC2 (stereo not drawn)	15.3	nt	16.2%	16.1%	-3.3%	1.1%	2.8	17.8%	3.1
CCc1nnc(NC(=O)C2CCN(C(=O)c3ccccc3C)CC2)s1	-4.5	-10.3%	9.9%	7.2%	0.2%	13.0%	15.3	17.1%	8.3
Cc1cccc(N(CC(N)=O)C2SC(=O)NC2=O)c1 (stereo not drawn)	1.2	-1.9%	?	0.5%	-14.4%	15.8%	-5.2	18.2%	5.3
CCC[C@H]1COCCS(=O)(=O)N1Cc1ccccc1	0.0	-10.7%	1.5%&-21.8%	-10.2%&1.5%	-6.4%	1.0%	48.0	7.7%	-1.3
CC(O)(c1cccc(F)c1)c1nc(-c2ccc(Cl)cc2)cs1 (stereo not drawn)	31.1	nt	6.4%	0.0%	6.8%	?	1.6	?	-4.0
CS(=O)(=O)N(CC(=O)O)c1cccc(Cl)c1	1.5	-7.4%	0.5%	0.0%	-8.2%	14.9%	-25.3	11.2%	-5.3
Cc1cccc(OCCNc2nc3c(c(=O)n(C)c(=O)n3C)n2C)c1	-1.2	-4.2%	-9.2%	-19.7%	7.3%	12.4%	0.4	9.0%	4.2
CC[n+]1ccccc1/C=C/Nc1ccccc1	0.5	-32.7%[inhibitor]	?	?	-4.9%	-0.3%	-4.0	10.0%	-1.2
CC(=O)NC(=O)NC1CSCC1OC(C)=O (stereo not drawn)	16.9	-3.7%	-5.1%	-11.7%	1.5%	-0.6%	2.0	1.1%	-15.3
O=C(NCCO)c1cccc(-c2cnc3cccnn23)c1	-16.3	nt	-12.7%	0.0%	-7.0%	22.7%	0.0	19.8%	-8.4
Cc1ccc(NC(=O)COC(=O)C(CC(C)C)N2C(=O)C3CC=CCC3C2=O)c(C)c1 (stereo not drawn)	0.0	-11.8%	-19.5%	10.0%	0.8%	-2.0%	-12.4	-0.3%	-6.0
CC(=O)c1c(C)nc(-c2ccc(OCC(=O)Nc3ccccc3)cc2)n1O	4.2	-11.1%	7.8%	8.5%	-0.5%	-1.3%	1.4	5.5%	-2.7
Cc1oc2c(c(C)cc3oc(=O)c(CC(=O)N[C@@H](CC(C)C)C(=O)O)c(C)c32)c1C	1.3	-2.8%	0.2%	-4.3%	0.0%	-4.8%	31.0	-1.9%	5.8
C#CCOc1ccc2c3c(c(=O)oc2c1)CCCC3	-19.8	-4.4%	-11.2%	-4.4%	?	-4.9%	-5.1	20.8%	-9.1
COc1ccc(-c2ccc(/C=C(\NC(=O)c3ccccc3)C(=O)N3CCOCC3)o2)cc1	-56.7*	0.5%	?	9.8%	2.3%	-7.5%	41.3	-4.4%	-0.4
O=C(c1ccc([N+](=O)[O-])s1)N1CCc2ccccc21	-18.4	-13.2%	7.8%	10.5%	0.9%	12.2%	-0.4	8.7%	-1.2
COc1ccc(NC(=O)C2CC(=O)N/C(=N/N=C/c3ccccc3)S2)cc1 (stereo not drawn)	1.0	4.3%	0.0%	-0.7%	2.7%	-1.9%	33.1	-5.6%	-3.3
Cc1cc(C(=O)CN2CC(C)OC(C)C2)c(C)n1-c1ccccc1 (stereo not drawn)	-5.8	-13.3%	-4.1%	15.0%	3.2%	9.5%	-7.3	15.8%	-4.0
CCOC(=O)CSC1=C(C#N)C(=O)NC(c2ccc(OC)c(OC)c2)S1 (stereo not drawn)	-2.1	-2.2%	2.5%	3.1%	0.2%	8.2%	-66.8*	6.5%	-1.2
CC(=O)Nc1ccc(S(=O)(=O)N2CCN(C(=O)N3CCOCC3)CC2)cc1	19.3	-8.6%	15.3%	7.3%	0.4%	-2.7%	30.8	-0.5%	1.4
Cc1[nH]n(-c2ccccc2)c(=O)c1N=Nc1ccc(C#N)cc1	49.8	-10.5%	10.1%	-14.8%	0.2%	7.0%	9.0	2.7%	2.2
COCCN(C(C)=O)c1nnc(-c2cnccn2)s1	-0.8	-9.3%	2.0%	-1.8%	-7.6%	6.6%	-4.4	1.3%	-0.8
O=C(CSc1nc(-c2ccccc2)cc(=O)[nH]1)NCc1ccc2c(c1)OCO2	8.5	0.5%	-7.9%	8.3%	0.3%	-1.2%	0.8	-2.1%	4.2
